Screens as filed in PubChem BioAssay.
HCMV antiviral: human cytomegalovirus inhibition | actives 4.5% (n = 410,000) | HFF cells, HCMV-luciferase reporter, 72 h; stronger effect = lower value | activity change, negative = inhibition, % at 57.5 µM; in the data active = activity change below about -60%; inconclusive = no clear call, values can overlap the other calls; inactive = above about -39%
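Screen run at 2 compound doses on HFFs infected with reporter HCMV, MOI 1 PFU/cell. Luciferase activity from cell lysates at 72 h post infection gave inhibition relative to buffer-only and Salinomycin wells.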
AmpC inh detg: AmpC beta-lactamase inhibition with detergent present. P00811. AmpC hydrolysis of nitrocefin, absorbance 480 nm, 0.01% Triton. Potency, µM (top dose mostly 114 µM), for inactives: at the top dose activity change, negative = inhibition, most hits filed as inhibitors. actives 0.041% (n = 370,000);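 also: potency is read from the fitted curve at half-maximal effect; 0% = no-compound wells and -100% = no-enzyme wells; nearly all actives have a fitted effect of over 25% in size; some results filed as inactive show a strong effect at the top dose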
Target sequence (P00811 whole entry, looked up): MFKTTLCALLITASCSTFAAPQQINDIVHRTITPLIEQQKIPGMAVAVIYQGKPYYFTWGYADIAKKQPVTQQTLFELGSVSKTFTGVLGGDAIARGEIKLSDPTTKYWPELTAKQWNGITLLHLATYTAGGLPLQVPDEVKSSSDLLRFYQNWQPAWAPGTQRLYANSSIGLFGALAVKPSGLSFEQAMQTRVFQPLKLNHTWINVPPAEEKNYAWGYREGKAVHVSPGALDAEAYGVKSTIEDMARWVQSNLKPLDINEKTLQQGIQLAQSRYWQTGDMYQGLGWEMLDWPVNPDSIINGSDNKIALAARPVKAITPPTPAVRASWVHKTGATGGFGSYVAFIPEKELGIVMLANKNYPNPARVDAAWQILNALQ
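AmpC (5.3 nM in the dispensed reagent) in 20 mM phosphate pH 7.0 with 0.01% (detergent screen) or 0.0001% Triton X-100 was preincubated with compounds for 15 min at room temperature. Nitrocefin was then added from an 800 uM solution, and hydrolysis was followed at 480 nm.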
Sm TGR inh: inhibitors of Schistosoma mansoni thioredoxin glutathione reductase. Q962Y6. purified TGR, DTNB reduction, TNB absorbance 405 nm. Potency, µM (highest dose often 114 µM), without a hit: at the top dose activity change, negative = inhibition, usual class: inhibitors. actives 3% (n = 360,000). AID 485364; also: potency is read from the fitted curve at half-maximal effect; nearly all actives have a fitted effect of over 60% in size
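Kinetic colorimetric format: TGR-catalysed, NADPH-driven DTNB reduction monitored via TNB absorbance. Enzyme dispensed at 20 nM; compound exposure 15 min at room temperature before reaction start.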
HCV inhibitor: inhibitors of hepatitis C virus infection; Huh7.5.1 HCVcc-Cre infection, luciferase reporter, 44 h; Potency, µM (highest dose often 41.8 µM), for the others: at the highest dose activity change, negative = inhibition, most hits filed as inhibitors; actives 3.4% (n = 340,000); AID 651820; also: potency is read from the fitted curve at half-maximal effect
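Reporter virus HCVcc-Cre (~0.5 moi) infects cells exposed to compound; seeding density 1,000 cells/well with 4 h settling beforehand. Luminescence, 15 sec read, taken 44 h post-infection following a 15 min RT substrate incubation.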
AMA1 RON2 block: inhibitors of Plasmodium falciparum AMA1-RON2 interaction. AlphaScreen AMA1-biotinylated RON2 peptide binding. Potency, µM (highest dose often 58.2 µM), for inactives: top-dose activity change, negative = inhibition, hits mostly inhibitors. actives 0.2% (n = 360,000). AID 720542;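 also: potency is read from the fitted curve at half-maximal effect; 0% = vehicle wells and -100% = peptide control; nearly all actives have a fitted effect of over 45% in size; some results filed as inactive show a strong effect at the top dose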
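AMA1 (3D7) with his tag at 25 nM final met compounds first, then biotinylated RON2 peptide at 25 nM; detection used donor plus acceptor beads, 10 µg/mL apiece, read by AlphaScreen after 30 min at room temperature.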
Giardia FBPA inh: blocks Giardia fructose-bisphosphate aldolase activity; actives 0.71% (n = 290,000); purified Giardia FBPA; AID 2451; Potency, µM (titrated, usually from 59.6 µM), for inactives: at the highest dose activity, negative = inhibition, usual class: inhibitors; also: potency is read from the fitted curve at half-maximal effect; nearly all actives have a fitted effect of over 55% in size
Target sequence (A8B2U2 whole entry, looked up): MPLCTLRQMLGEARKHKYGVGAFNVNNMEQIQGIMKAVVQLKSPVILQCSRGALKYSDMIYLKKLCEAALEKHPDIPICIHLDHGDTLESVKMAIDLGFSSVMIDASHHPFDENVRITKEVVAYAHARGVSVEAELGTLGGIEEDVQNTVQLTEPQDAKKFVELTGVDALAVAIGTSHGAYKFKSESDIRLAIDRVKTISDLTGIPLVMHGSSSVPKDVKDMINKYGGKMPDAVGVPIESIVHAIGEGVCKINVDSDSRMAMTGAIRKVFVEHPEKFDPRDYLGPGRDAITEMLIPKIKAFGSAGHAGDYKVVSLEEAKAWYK
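Giardia FBPA (40 nM reagent) was preincubated 10 min at RT with compound (up to 57.5 uM final), then substrate plus GAPDH/TPI/NAD/arsenate coupling system with diaphorase/resazurin was added; resorufin fluorescence (525/598 nm) was read after 20 min.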
Active calls of the source: *; u = inconclusive; x = no result given; & = joins results of further samples; [ ] = dose if it differs, or a comment. Unless noted, calls follow the shape of the dose curve; as a rule, active = well fitted curve in the direction sought with a large enough effect; inconclusive = small, poorly fitted or top-dose-only effect, or another doubt; inactive = no such curve, though single readings can be large; an effect the other way counts as inactive or inconclusive. Unless noted, % is scaled to controls: 0 for no effect and ±100 for the full control effect.

SMILES	HCMV antiviral	AmpC inh detg	Sm TGR inh	HCV inhibitor	AMA1 RON2 block	Giardia FBPA inh
FC(F)(F)c1ccc(CN2CCCCCC2)cc1	-3	-2%	0%	-9%	-12%	-18%
Cc1ccc(NC(=O)N2CCCC2C(=O)Nc2nnc(C(C)C)s2)cc1 (configuration not stated)	65	8%	1%	2%	2%	18%
O=C(Cc1cccs1)NCCc1ccc(Cl)cc1	u	8%	-20%	2%	2%	x
CCOC(=O)C1=C(C(F)(F)F)Nc2ncnn2C1c1ccc(OC)cc1OC (configuration not stated)	-15	-7%	-36%	-16%	-2%	-4%
O=C(NC(=S)NCCO)c1sc2ccccc2c1Cl	-40	-6%	0%	8%	49%[activator]	-21%
Cc1ccc(N2C(=O)C3CC(c4ccccc4)=C4C5C=CC(C6C(=O)N(c7ccc(C)cc7)C(=O)C56)C4C3C2=O)cc1 (configuration not stated)	-24	-14%	6%	4%	-13%	-9%
COc1cccc(NC(=O)[C@H](NC(=O)[C@@H]2Cc3ccccc3CN2)c2ccccc2)c1	71	-2%	-9%	16%	72%[activator]	x
CC(C)C[C@@H](CNCC(=O)[C@H](CC(=O)O)NC(=O)c1[nH]cnc1C(=O)N[C@H](CN)CC(C)C)NC(=O)c1nc[nH]c1C(=O)N[C@@H](C)C(=O)O	-4	x	x	4%	63%[activator]	x
COc1ccc(Nc2cc(C)nc(-n3nc(C)cc3C)n2)cc1	-84*	u	1%	u	4%	8%
CCc1nnc(NC(=O)c2cc(-c3cccnc3)nc3ccccc23)s1	9	3%	-7%	-21%	0%	-3%
Cc1ccccc1N1CCN(C(=O)c2ccccc2NC(=O)c2ccccc2C(=O)O)CC1	-8	9%	-4%	23%	-22%	4%
Cc1ccccc1N1CCN(CCC(=O)Nc2ccc(F)cc2)CC1	-11	-19%	40µM*	-27%	3%	4%
O=C(NCc1cccnc1)c1cccn1-c1ncc(C(F)(F)F)cc1Cl	-8	u	-4%	-1%	4%	2%
CC(=O)c1ccc(NC(=S)N2CCCC(CO)C2)cc1 (configuration not stated)	51	u	-2%	0%	-14%	-6%
CCOC(=O)c1c(C)[nH]c(C)c1C(=O)COC(=O)Cc1n[nH]c(=O)c2ccccc12	u	x	x	13%	3%	x
Cc1nn(CC(=O)Nc2ccccn2)c(=O)c2ccccc12	-1	-8%	12%	10%	-8%	0%
COc1cc(/C=N/Nc2ncnc3sc4c(c23)CCC4)ccc1O	31	-11%	-8%	u	104%[activator]	-17%
Cn1nc(C(C)(C)C)cc1C(=O)Sc1cccc(Br)c1	u	4%	13µM*	-2%	9%	2%
Cc1ccc(NS(=O)(=O)c2ccc(-c3ccc(=O)[nH]n3)o2)cc1Cl	-19	1%	-4%	16%	-5%	-6%
O=[N+]([O-])c1ccc(OCCO)c(P(=O)(c2ccccc2)c2ccccc2)c1	5	2%	7%	10%	-15%	3%
CCOC(=O)C1CCCN(c2ncnc3c2[nH]c2cccc(OC)c23)C1 (configuration not stated)	x	0%	6%	x	x	-9%
CN1CCN(Cc2cc(COCc3ccccc3)c3cccnc3c2O)CC1	u	u	25µM*	3.2µM*	-46%	-2%
S=C(NCC1CCCO1)N1CCc2ccccc2C1 (configuration not stated)	14	-5%	-1%	-2%	14%	x
COc1cc(C#Cc2ccc3cc(CCCO)oc(=O)c3c2)cc(OC)c1	-13	8%	4%	u	7%	x
CC(C)(C)c1ccc(C(=O)c2c[nH]c(C(=O)NCCCN3CCOCC3)c2)cc1	-12	-13%	-13%	u	-6%	-2%
Cc1c(NS(=O)(=O)c2cc(C(=O)O)ccc2Cl)c(=O)n(-c2ccccc2)n1C	31	u	4%	11%	-9%	2%
Brc1cccc(CN2CCCCCCC2)c1	-29	0%	-2%	14%	0%	-20%
O=C(NC1CCCCC1)C1CCCN1C(=O)NCc1ccccc1 (configuration not stated)	-20	0%	4%	-13%	14%	-1%
Nc1ncn([C@@H]2O[C@H](CO)[C@@H](O)[C@H]2O)c(=O)n1	u	u	10%	-19%&9%	0%	6%
COc1ccc(CNC(=O)CSc2nnc(C)s2)cc1	-24	-8%	6%[11.4 µM]	9%	-6%	-1%
O=C(Nc1cccnc1)C1CCCN(S(=O)(=O)c2ccccc2)C1 (configuration not stated)	30	-14%	4%	-7%	1%	0%
CC(C)CCn1c(=O)c(C(=O)Nc2ccccc2S(N)(=O)=O)c(O)c2ccccc21	-97*	-1%	9%	u	35%	-3%
CCOC(=O)c1cc(-c2ccccc2)nc2nc(N3CCCCC3)sc12	-5	1%	5%	-19%	33%[activator]	2%
O=Cc1ccc(OCCCOc2cccc3cccnc23)cc1	21	5%	2%	3%	39%[activator]	-10%
N#Cc1nc(COc2ccc(Cl)cc2Cl)oc1N1CCN(c2ccccc2)CC1	-7	6%	u	u	u	-2%
Cc1c(C#N)c2ncnc(N)c2n1-c1ccccc1	-30	-15%	5%	-14%	-6%	-2%
Cc1ccc(-n2nc3c(N4CCC(C(=O)N5CCC(C(N)=O)CC5)CC4)nnc(C)c3c2C)cc1	-61*	-9%	-7%	-8%	-5%	-9%
CCN(CC)c1nc(Nc2ccc(Cl)cc2)nc(OCC#N)n1	-68*	-3%	3%	u	0%	0%
CCCCn1c(SCC(=O)NNC(=O)c2ccco2)nnc1-c1ccco1	-11	-2%	0%	-2%	27%	6%
C=CCN1c2ccccc2[C@]23C[C@@H](C(=O)OC)N(C(=O)c4ccc(Br)cc4)C2=NC(C(=O)OC)=C(C(=O)OC)[C@H]13	-9	-6%	5%	-17%	-14%	-1%[12.9 µM]
N#C/C(=C\c1ccc(-c2cccc([N+](=O)[O-])c2)o1)C(=O)Nc1nc(-c2cccs2)cs1	0	-10%	-19%	-26%	-13%	-15%
COc1ccc(NC(=O)c2cc(Br)ccc2Cl)c(OC)c1	-32	u	-8%	u	-19%	0%
Cc1nc2ccccc2c(=O)n1/N=C/c1cccnc1	-1	-15%	7%	13%	16%	-1%
O=C(CSc1nnc(Cc2cccs2)n1-c1ccccc1)NC1CCCCC1	-26	-3%	3%	-14%	-16%	3%
Cc1noc(C)c1COC(=O)CCCc1c[nH]c2ccccc12	106	0%	-16%	-5%	-14%	-12%
COCCNCCOc1ccc(C)cc1[N+](=O)[O-]	-26	-1%	-3%	-2%	1%	u
CCC(CC)c1nnc(NC(=O)CCCN2C(=O)c3ccccc3C2=O)s1	-12	1%	-3%	8%	9%	2%
CC1CN(C(=O)COC(=O)[C@@H]2CC(O)CN2S(=O)(=O)c2ccc3c(c2)OCCO3)CC(C)O1 (some centres not stated)	-29	-11%	5%	-8%	-4%	-1%
Fc1cccc(Cl)c1CSc1nnnn1-c1ccc2c(c1)OCO2	-27	u	-1%	-9%	8%	-2%
O=C(N=C1N=C2C=CC=CN2Cc2ccccc21)c1ccc(S(=O)(=O)N2CCCC2)cc1	4	-6%	4%	u	12%	2%
CS(=O)(=O)N(CC(=O)N1CCc2ccccc2C1)c1ccc(Cl)cc1F	-32	1%	-25%	14%	4%	4%
CN(CCNC(=O)C1(O)c2ccccc2NC(=O)N1c1ccccc1)Cc1ccccc1 (configuration not stated)	3	u	-12%	0%	2%	-4%
CCN(CC)S(=O)(=O)c1c(OC)cc(C)c(Cl)c1C	-20	-8%	-2%	-9%	0%	-4%
COc1cccc(CNC(=O)CCC2CCCN(C(=O)C3=CC(=O)CC(C)(C)O3)C2)c1 (configuration not stated)	20	-1%	3%	-2%	-2%	-1%
CCN(CC(=O)Nc1c(F)cccc1F)C(=O)CCN1C(=O)c2cccc([N+](=O)[O-])c2C1=O	-34	-16%	-9%	18%	1%	x
CC1(C)CC(N=Cc2c(O)n(Cc3ccc4c(c3)OCO4)c(=O)c3ccccc23)CC(C)(C)N1	-33	0%	12%	11µM*	-11%	2%
Cc1cc(OCC(=O)NCC(c2cccs2)N2CCOCC2)ccc1C(C)C (configuration not stated)	-26	-10%	-4%	u	-10%	x
O=C(OCC(=O)C12CC3CC(CC(C3)C1)C2)c1ccc(CO)cc1	-18	-2%	-4%	-7%	5%	x
O=C1C[C@@H](c2ccc(O)cc2)Oc2cc(O)cc(O)c21	12	u	-7%	-12%	-1%	5%
O=C(O)CSc1ncnc2sc3c(c12)CCC3	-14	-5%	-31%	25%	7%	x

Retrieved by compound from the list above, 7 records:
SMILES	HCMV antiviral	AmpC inh detg	Sm TGR inh	HCV inhibitor	AMA1 RON2 block	Giardia FBPA inh
CCN(CC)S(=O)(=O)c1c(OC)cc(C)c(Cl)c1C	-20	-8%	-2%	-9%	0%	-4%
CS(=O)(=O)N(CC(=O)N1CCc2ccccc2C1)c1ccc(Cl)cc1F	-32	1%	-25%	14%	4%	4%
O=C(OCC(=O)C12CC3CC(CC(C3)C1)C2)c1ccc(CO)cc1	-18	-2%	-4%	-7%	5%	x
O=C(N=C1N=C2C=CC=CN2Cc2ccccc21)c1ccc(S(=O)(=O)N2CCCC2)cc1	4	-6%	4%	u	12%	2%
COc1cccc(CNC(=O)CCC2CCCN(C(=O)C3=CC(=O)CC(C)(C)O3)C2)c1 (configuration not stated)	20	-1%	3%	-2%	-2%	-1%
Cc1cc(OCC(=O)NCC(c2cccs2)N2CCOCC2)ccc1C(C)C (configuration not stated)	-26	-10%	-4%	u	-10%	x
Fc1cccc(Cl)c1CSc1nnnn1-c1ccc2c(c1)OCO2	-27	u	-1%	-9%	8%	-2%

Additional compounds follow.
SMILES	HCMV antiviral	AmpC inh detg	Sm TGR inh	HCV inhibitor	AMA1 RON2 block	Giardia FBPA inh
Nc1c(Br)c(=O)[nH]c(=O)n1-c1ccc(F)cc1	0	2%	0%	21%	6%	8%
CCCCn1nc(NC(=O)CC)c2cc3cc(OC)ccc3nc21	16	1%	1%	u	31%[activator]	-2%
Cc1c(C(=O)NCc2ccccc2Cl)sc2ncnc(N(C)C3CCCCC3)c12	u	10%	7%	x	x	x
O=C(c1ccc(Br)cc1)N(Cc1cccs1)c1ccc(F)cc1	-5	18%	-3%	x	x	x
CN1CC(c2ccccc2)C(c2ccc(Cl)cc2)=N1 (configuration not stated)	-24	u	-8%	5%	u	3%
Cc1ccccc1N1C(=O)C(Oc2ccc(Cl)cc2)C1CNC(C)(C)C (configuration not stated)	u	u	-5%	4%	7%	2%
Cc1ccc(OCC(=O)Nn2cnc3ccccc32)cc1	-12	-3%	34%	7%	-1%	-11%
COc1ccc(-c2cc(C(=O)N3CCN(c4ccccc4)CC3)no2)cc1	10&-4	-12%&11%	-13%&7%	u	u	5%
COc1ccc(N/C=C2/CCCCC2=O)cc1	-6	-8%	40µM*	2%	-2%	14%
Cn1c(SCc2nc3ccccc3[nH]2)nnc1-c1ccccn1	-7	6%	-2%	23%	-11%	-8%
COc1ccc(-n2nc3c(c2NC(=O)c2c(F)cccc2Cl)CS(=O)C3)cc1 (configuration not stated)	3	-14%	0%	0%	2%	-1%
COc1cc(OC)c(OC)cc1CN1CCN(S(=O)(=O)c2ccc(NC(C)=O)cc2)CC1	24	-6%	-8%	1%	u	u
CC(C)c1ccccc1NC(=O)COC(=O)/C=C/c1cccc([N+](=O)[O-])c1	-25	-4%	-7%	7%	2%	10%
Cc1cccc(NCCC(=O)c2ccc(Br)cc2)c1	-1	1%	5.6µM*	-7%	-4%	5%
